Compound activity from PubChem BioAssay.
aDG glyco act: activators of alpha-DG glycosylation, primary screen, uHTS, Pro5-aDG cells, AlphaScreen; alpha-DG glycosylation AlphaScreen (IIH6); 0% Pro5, 100% B10-LARGE cell signal; activation, % at 10 µM; 360,000 tested, 0.22% active;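 active = activation of at least 8% versus controls, or a plate z-score of at least 8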;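 note: Pro5 are CHO cells carrying HIG-tagged alpha-DG that lacks glycosylation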
MC4R ag barr: MC4R agonists recruiting beta-arrestin, primary screen, cell-based, luminescence, agonist arm of biased-ligand search. activation, % at 8.9 µM. 360,000 tested, 0.98% active. Melanocortin receptor 4 (Homo sapiens), P32245. U2OS MC4R beta-arrestin complementation; percent of melanotan II response, DMSO zero;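 active = activation above a per-plate cutoff, the mean activation of sample wells on that plate plus 3 SD, cut at about 8% in these data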
MC4R antagonist: MC4R antagonists of cAMP signaling, primary screen, cell-based, TR-FRET, antagonist arm of biased-ligand search; Melanocortin receptor 4 (Homo sapiens), P32245; MC4R-expressing cells, MTII-stimulated cAMP, LANCE TR-FRET; inhibition, % at 6.5 µM; 360,000 tested, 0.48% active; AID 540295, 2011;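 active = inhibition above its plate's cutoff, the mean of tested wells on that plate plus 3 SD, cut at about 29% in these data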;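 note: 0% = Melanotan II alone and 100% = Melanotan II plus saturating MCL0020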
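System: U2OS cells stably expressing human melanocortin 4 receptor (MC4R). Reagent: Melanotan II challenge after compound preincubation. Doses: 6.5 µM. Times: 30-min compound, 1-h challenge, 1-h detection, room temperature. Measured by: TR-FRET with Eu-cAMP and labeled anti-cAMP, 671 nm. Replicates: singlicate.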
Cardio protect: cardioprotection against H2O2-induced cell death, primary screen, uHTS, H9c2 cells, ATPLite luminescence; H9c2 cardiomyocytes, H2O2 injury protection, 2 h; protection from H2O2 cell death, % at 20 µM; 360,000 tested, 0.63% active; AID 588492, 2011;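 active = compounds giving at least 50% protection of heart cells from peroxide-induced death in the single-dose screen, raw or plate-pattern-corrected value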;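 note: 0% = DMSO wells with peroxide and 100% = DMSO wells without peroxide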
ABCB6 inh 2: ABCB6 transporter inhibitors, primary screen, K562-ABCB6 cells, flow cytometry, MLPCN library. 360,000 tested, 0.19% active. ATP-binding cassette sub-family B member 6 (Homo sapiens), Q9NP58. fluorescence ratio to DMSO, % at 10 µM. K562-ABCB6 porphyrin accumulation, 1 h; stronger effect = lower value;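 active = fluorescence ratio to DMSO below 75%, the collection mean minus 3 SD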;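 note: signal is porphyrin accumulated inside mitochondria; 100% equals median channel fluorescence of DMSO control wells; lower ratio means ABCB6 inhibition with less porphyrin fluorescence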
iPSC survival up: enhancers of single-cell hiPSC survival, primary screen, ATPlite luminescence. 100% = ROCK inhibitor wells, 0% = DMSO. survival enhancement, % at 20 µM. 360,000 tested, 0.044% active. AID 602274, 2012; in the data active = survival enhancement above about 18%;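 note: cells exposed to compounds for 16 hours before the ATP read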
m5-HT2A agonist: mouse Htr2a agonists via beta-arrestin recruitment, primary screen, cell-based, luminescence | activation, % at 7.6 µM | AID 624169, 2012 | CHO-K1 mHTR2A beta-arrestin complementation; percent of 30 µM serotonin response | 5-hydroxytryptamine receptor 2A (Mus musculus), P35363 | 360,000 tested, 0.66% active;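 active = activation above a run cutoff, the mean activation of all tested compounds plus 3 SD, cut at about 14% in these data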;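 note: 0% = plate median of compound wells and 100% = 30 µM serotonin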
ABHD5 PLIN5 PPI: ABHD5-PLIN5 interaction inhibitors, primary screen, cell lysate, split luciferase complementation, luminescence; Perilipin-5 (Homo sapiens) + 1-acylglycerol-3-phosphate O-acyltransferase ABHD5 (Homo …; Split G. princeps luciferase complementation, 4 h; inhibition, % at 4 µM; 360,000 tested, 0.78% active;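 active = inhibition above the mean inhibition across every tested compound plus 3 SD, cut at about 22% in these data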;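 note: 0% = DMSO only wells and the 100% control is not disclosed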
Target sequence (Q00G26 whole entry, looked up): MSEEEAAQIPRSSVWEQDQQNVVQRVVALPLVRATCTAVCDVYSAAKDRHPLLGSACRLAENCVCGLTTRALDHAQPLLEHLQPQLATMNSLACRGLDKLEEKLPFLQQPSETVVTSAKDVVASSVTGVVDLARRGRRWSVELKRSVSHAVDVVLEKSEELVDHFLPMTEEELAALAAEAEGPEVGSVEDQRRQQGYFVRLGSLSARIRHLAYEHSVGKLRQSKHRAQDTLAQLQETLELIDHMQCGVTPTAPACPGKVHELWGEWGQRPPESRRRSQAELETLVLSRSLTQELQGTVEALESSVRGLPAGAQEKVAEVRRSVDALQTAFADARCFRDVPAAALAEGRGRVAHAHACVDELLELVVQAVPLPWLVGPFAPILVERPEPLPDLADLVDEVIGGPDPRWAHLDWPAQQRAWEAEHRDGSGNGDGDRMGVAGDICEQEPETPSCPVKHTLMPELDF
Target sequence (Q8WTS1 whole entry, looked up): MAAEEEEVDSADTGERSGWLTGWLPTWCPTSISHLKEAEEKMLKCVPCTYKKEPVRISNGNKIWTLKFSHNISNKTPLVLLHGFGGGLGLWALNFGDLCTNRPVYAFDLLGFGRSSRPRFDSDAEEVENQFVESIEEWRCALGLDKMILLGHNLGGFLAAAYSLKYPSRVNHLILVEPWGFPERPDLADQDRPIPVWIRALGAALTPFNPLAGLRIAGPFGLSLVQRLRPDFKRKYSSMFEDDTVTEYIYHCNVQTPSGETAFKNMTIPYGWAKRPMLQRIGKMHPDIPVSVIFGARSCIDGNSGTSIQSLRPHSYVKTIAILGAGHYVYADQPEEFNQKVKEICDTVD
N-glyco inh: increase of ERlucT glycosylation luciferase signal, primary screen, N-linked glycosylation inhibitor project, D54 ERlucT cells, luminescence, set 2; D54 ERlucT glycosylation luciferase reporter, 24 h; percent of 100 nM tunicamycin response; reporter increase, % at 12.5 µM; 360,000 tested, 0.23% active; AID 588692, 2011;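 active = mean luciferase reporter signal, scaled so untreated is 0 and the glycosylation-blocking control 100, at or above a set limit in every replicate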;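 note: luciferase carries N-glycosylation sites so blocking glycosylation raises the light; 0% = median of neutral control wells and 100% = median of 100 nM tunicamycin wells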
Granule exo inh: LAMP-1 surface exposure blockers, TALL-104 cells – cell-based, flow cytometry, MLPCN library, primary screen; TALL-104 LAMP-1 surface exposure; cells stimulated with thapsigargin and PMA; inhibition, % at 10 µM; 360,000 tested, 0.66% active; AID 651702, 2012;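 active = inhibition above about 55%, limit read from the data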
Active calls of the source: *; . = no result given.

Values in the order – Cardio protect	N-glyco inh	ABHD5 PLIN5 PPI	ABCB6 inh 2	iPSC survival up	Granule exo inh	m5-HT2A agonist	MC4R ag barr	aDG glyco act	MC4R antagonist
- NC(=O)C1(N2CCCCC2)CCN(C2CC(=O)N(Cc3cccs3)C2=O)CC1 (stereo not drawn)
  1	3	2	111	-0.4	4	1	-1.6	1.5	-1
- CC(C)(C)C(=O)Nc1cc(C(F)(F)F)ccc1-n1ccnc1
  1	0	6	96	-0.2	0	3	-0.2	0.0	5
- O=C1CC(c2cccc(Cl)c2)CC(O)=C1C=NC1CCCC1 (stereo not drawn)
  3	2	-7	102	3.5	-2	-2	-0.9	0.3	-4
- CCOC(=O)c1sc(NC(=O)c2c(CC)noc2C)nc1C
  -5	2	-2	90	0.3	0	5	-2.5	0.1	8
- CC1CCCCC1NC(=O)CN1c2cccc3cccc(c23)S1(=O)=O (stereo not drawn)
  -13	-1	2	94	-0.3	-2	4	-3.5	0.3	-5
- O=C(COc1ccccc1Cl)NCCC1=CCCCC1
  -1	-2	2	87	-3.3	0	-4	0.3	0.0	3
- CC(=O)NC(c1ccc(F)c(F)c1)c1nc(-c2cccc(C(C)C)c2)cs1 (stereo not drawn)
  -8	-2	-6	95	1.6	8	-3	1.5	-0.3	0
- Cc1nc2sc(C(c3ccc(Br)cc3)N3CC(C)OC(C)C3)c(O)n2n1 (stereo not drawn)
  -8	2	-5	95	0.5	5	-7	0.1	-0.3	8
- O=C(CN(Cc1ccccc1Cl)C(=O)c1csnn1)NC1CCCC1
  -2	1	-4	98	0.7	5	-4	-1.9	-0.1	-2
- C#CCSc1cc(C(F)(F)F)nc(-c2ccccn2)n1
  -2	0	2	99	1.4	1	-1	-0.2	1.1	27
- Cc1cccc(NC(=O)C2(c3cccs3)CCOCC2)n1
  -4	0	2	103	-2.4	1	4	-1.5	-0.2	6
- O=C(O)c1ccccc1SCc1cn2cc(Br)ccc2n1
  4	-8	1	105	1.4	1	-1	-3.2	0.1	19
- Cc1ccc(C(C)C)c(OCC(=O)Nc2ccc(Cl)cn2)c1
  -15	1	-5	92	-1.5	1	-2	4.2	0.1	-1
- Oc1ccccc1-c1nnco1
  1	2	-4	103	4.0	-7	0	-0.4	-0.1	8
- COc1ccc(NC(=O)c2ccc3c(c2)NC(=O)CS3)cc1
  -4	-4	-1	98	-1.0	2	1	1.2	0.0	20
- OC[C@@H]1CC[C@@H](Cc2ccc(-c3ccccc3)cc2)O1
  -16	-1	-3	93	-0.5	1	-7	-0.9	-0.2	-4
- CCOc1ccc(NC(=O)CN(Cc2ccccc2)S(C)(=O)=O)cc1
  5	2	1	92	-0.3	1	-2	-1.7	0.0	2
- CCOC(=O)NN1C(=O)c2ccccc2NC1c1ccc(OC)cc1OC (stereo not drawn)
  5	1	0	99	0.1	1	8	-1.0	-0.1	8
- CCc1ccc2[nH]c(=O)c(CN(CCCN3CCOCC3)C(=O)Nc3ccccc3)cc2c1
  31	-1	9	115	-0.4	2	3	1.4	-0.2	6
- COc1ccc(Cl)cc1NC(=O)CN(C)C(=O)c1ccc(N2CCCCC2)c([N+](=O)[O-])c1
  -15	0	8	99	0.6	6	0	-0.1	0.4	12
- COc1ccncc1-c1csc(C(O)c2ccccc2)n1 (stereo not drawn)
  1	-6	1	96	-5.0	-1	3	-0.7	0.0	-4
- COc1ccc(NCC(=O)Nc2cccc(C(F)(F)F)c2)cc1S(=O)(=O)N1CCOCC1
  2	2	8	96	0.7	-5	-7	-1.0	-0.1	9
- COc1ccc(NC(=O)Cc2c(F)cccc2Cl)c(OC)c1
  0	1	-1	97	0.6	3	4	-1.4	0.0	15
- NC(=O)c1ccc(NC(=O)c2ccc(COc3ccc(F)cc3)o2)cc1
  -4	0	-2	99	-0.3	10	-4	1.9	0.2	10
- Cc1ccc(S(=O)(=O)Nc2cc(S(=O)(=O)N3CCCCC3)ccc2N2CCOCC2)cc1
  6	-1	-6	104	3.0	2	-4	-2.3	0.6	3
- Cc1ccccc1NC(=O)C(=O)NCCCN1CCCC1=O
  -2	3	0	97	0.1	-1	5	1.7	0.0	14
- Cc1c(Br)c([N+](=O)[O-])nn1C(C)C(=O)N1CCc2ccccc2C1 (stereo not drawn)
  -3	4	-2	103	-0.2	-1	2	-1.8	-0.1	3
- CC(O)CNc1nc(Cl)c(C#N)s1 (stereo not drawn)
  6	1	7	102	-2.3	0	3	0.9	0.1	8
- O=C(O)c1ccccc1-c1ccccc1C(=O)NNc1ccccc1
  -2	1	-5	105	3.8	2	-1	-2.0	0.0	6
- NC(=O)c1ccc(-n2nnnc2SCC(=O)NC2CCCCC2)cc1
  1	-3	-7	96	0.3	6	1	-1.5	-0.1	7
- CCC/C(=N\NC(=O)Cc1csc(N2CCOCC2)n1)c1ccccc1
  2	-1	6	96	3.4	-1	2	0.3	-0.2	-1
- Cc1cc(NC(=O)c2sc(Nc3ccc(F)cc3)nc2N)no1
  9	-1	-1	92	-1.1	4	0	-1.5	-0.1	20
- CCn1c(CNC(=O)c2ccccc2Br)nnc1SCC(=O)Nc1nncs1
  7	3	10	99	0.7	-13	-1	-0.1	0.1	10
- CCOc1cc(CNc2ccc(O)cc2)ccc1OCc1ccc(Cl)cc1Cl
  -14	1	-18	102	0.0	0	-2	1.2	0.4	6
- O=C(COC(=O)/C=C/c1ccc(Cl)cc1Cl)NCCC1=CCCCC1
  -12	-1	4	94	-1.2	0	4	0.2	0.0	4
- CCNS(=O)(=O)c1ccc(CCC(=O)NCCC2=CCCCC2)cc1
  -1	0	-3	97	-1.1	-7	-1	0.5	0.0	2
- Oc1ccc(-c2cccc(-c3ccc(O)cc3)n2)cc1
  -2	3	2	95	4.0	-1	-6	-1.7	0.0	-2
- COC(=O)c1c(-c2ccccc2)noc1C
  1	0	2	91	-0.3	-3	2	1.1	-0.1	-2
- O=[N+]([O-])c1cccc(-c2ccc(/C=N/Nc3nc(N4CCCCC4)nc(N4CCCCC4)n3)o2)c1
  22	-7	0	97	2.8	-1	-2	0.3	-1.3	12
- CCN(CC)S(=O)(=O)c1ccc(NC(=O)c2cc(-c3cccs3)nc3ccccc23)cc1
  24	-14	-9	97	-0.9	-2	0	-2.2	-0.3	0
- O=C(c1cc(Br)c[nH]1)N1CCCCC1
  -2	-2	5	101	1.6	-13	-5	0.9	-0.2	-4
- O=C(O)Cc1ccc(N2N=C(c3ccccc3)CC2=O)cc1
  1	-1	-34	100	1.6	-6	1	.	0.1	.
- CC(=O)N1CN(CCCn2ccnc2)Cc2c1sc1c2CCCC1
  6	0	-3	88	3.0	-1	-2	-1.3	0.0	5
- CN1CCN(NC(=O)c2cc(S(=O)(=O)N3CCOCC3)c(Cl)cc2Cl)CC1
  9	-1	-2	79	-0.3	5	-3	-0.6	0.1	3
- CCCn1c(SCC(=O)Nc2cccc(C)n2)nc2c1c(=O)n(C)c(=O)n2C
  2	-1	-1	97	0.2	-9	4	1.0	1.4	2
- COc1cccc(CNC(=O)[C@@H]2CCCN2C(=O)[C@H]2CCCCN2C(=O)c2ccccc2C)c1
  .	.	2	100	-0.4	1	3	.	-0.2	.
- CCCn1c(N)c(C(=O)CSc2nnnn2-c2ccc(O)cc2)c(=O)n(C)c1=O
  -22	1	3	94	5.8	-1	6	-0.5	-0.9	3
- Cc1cc(C)cc(N(CC(=O)NCc2ccco2)S(=O)(=O)c2ccccc2)c1
  11	-2	-1	98	0.8	36	15*	-1.7	0.2	-3
- CN(CC(=O)Nc1ccc(Cl)c(C(F)(F)F)c1)C(=O)C1CCN(C(=O)c2ccc(Cl)cc2)CC1
  -8	-1	10	101	-0.3	-1	-8	3.4	0.5	22

A stretch of the results above, as a working copy:
Values in the order – Cardio protect	N-glyco inh	ABHD5 PLIN5 PPI	ABCB6 inh 2	iPSC survival up	Granule exo inh	m5-HT2A agonist	MC4R ag barr	aDG glyco act	MC4R antagonist
- CC(=O)N1CN(CCCn2ccnc2)Cc2c1sc1c2CCCC1
  6	0	-3	88	3.0	-1	-2	-1.3	0.0	5
- CN1CCN(NC(=O)c2cc(S(=O)(=O)N3CCOCC3)c(Cl)cc2Cl)CC1
  9	-1	-2	79	-0.3	5	-3	-0.6	0.1	3
- CCCn1c(SCC(=O)Nc2cccc(C)n2)nc2c1c(=O)n(C)c(=O)n2C
  2	-1	-1	97	0.2	-9	4	1.0	1.4	2
- COc1cccc(CNC(=O)[C@@H]2CCCN2C(=O)[C@H]2CCCCN2C(=O)c2ccccc2C)c1
  .	.	2	100	-0.4	1	3	.	-0.2	.
- CCCn1c(N)c(C(=O)CSc2nnnn2-c2ccc(O)cc2)c(=O)n(C)c1=O
  -22	1	3	94	5.8	-1	6	-0.5	-0.9	3
- Cc1cc(C)cc(N(CC(=O)NCc2ccco2)S(=O)(=O)c2ccccc2)c1
  11	-2	-1	98	0.8	36	15*	-1.7	0.2	-3
- CN(CC(=O)Nc1ccc(Cl)c(C(F)(F)F)c1)C(=O)C1CCN(C(=O)c2ccc(Cl)cc2)CC1
  -8	-1	10	101	-0.3	-1	-8	3.4	0.5	22

3 structures already listed, sorted by number of heavy atoms, smallest number first.
Values in the order – Cardio protect	N-glyco inh	ABHD5 PLIN5 PPI	ABCB6 inh 2	iPSC survival up	Granule exo inh	m5-HT2A agonist	MC4R ag barr	aDG glyco act	MC4R antagonist
- O=C(O)c1ccccc1SCc1cn2cc(Br)ccc2n1
  4	-8	1	105	1.4	1	-1	-3.2	0.1	19
- O=C(O)Cc1ccc(N2N=C(c3ccccc3)CC2=O)cc1
  1	-1	-34	100	1.6	-6	1	.	0.1	.
- O=C(CN(Cc1ccccc1Cl)C(=O)c1csnn1)NC1CCCC1
  -2	1	-4	98	0.7	5	-4	-1.9	-0.1	-2
